MITF inh = human MITF inhibition, primary screen; AID 1259374; inhibition, % at 2.6 µM; O75030; 650,000 tested, 0.91% active; AlphaScreen MITF homodimerization, bead proximity signal; in the data active = inhibition above about 50%;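 also: 0% = vehicle wells with protein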
Target sequence (O75030 whole entry, looked up): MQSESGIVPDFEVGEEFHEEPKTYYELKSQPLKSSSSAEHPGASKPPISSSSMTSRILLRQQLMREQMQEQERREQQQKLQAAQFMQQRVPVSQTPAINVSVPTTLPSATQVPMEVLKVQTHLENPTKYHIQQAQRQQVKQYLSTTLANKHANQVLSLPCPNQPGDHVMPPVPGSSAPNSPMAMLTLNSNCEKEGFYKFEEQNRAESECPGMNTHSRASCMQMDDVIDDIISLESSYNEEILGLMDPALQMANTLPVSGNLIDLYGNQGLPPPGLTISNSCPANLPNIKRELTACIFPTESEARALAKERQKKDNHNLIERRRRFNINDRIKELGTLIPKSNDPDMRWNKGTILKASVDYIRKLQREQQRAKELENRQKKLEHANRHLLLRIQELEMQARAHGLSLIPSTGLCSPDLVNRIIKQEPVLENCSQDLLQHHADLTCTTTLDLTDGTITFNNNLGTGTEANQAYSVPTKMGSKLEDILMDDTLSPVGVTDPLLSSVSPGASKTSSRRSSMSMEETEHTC
GPR151 ag = human GPR151 activation; 650,000 tested, 1% active; activation, % at 11.2 µM; Q8TDV0; PathHunter beta-arrestin GPR151 cells, luminescence; in the data active = activation above about 4.9%;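 also: 0% = median of compound wells and 100% = cells with positive control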
Target sequence (Q8TDV0 whole entry, looked up): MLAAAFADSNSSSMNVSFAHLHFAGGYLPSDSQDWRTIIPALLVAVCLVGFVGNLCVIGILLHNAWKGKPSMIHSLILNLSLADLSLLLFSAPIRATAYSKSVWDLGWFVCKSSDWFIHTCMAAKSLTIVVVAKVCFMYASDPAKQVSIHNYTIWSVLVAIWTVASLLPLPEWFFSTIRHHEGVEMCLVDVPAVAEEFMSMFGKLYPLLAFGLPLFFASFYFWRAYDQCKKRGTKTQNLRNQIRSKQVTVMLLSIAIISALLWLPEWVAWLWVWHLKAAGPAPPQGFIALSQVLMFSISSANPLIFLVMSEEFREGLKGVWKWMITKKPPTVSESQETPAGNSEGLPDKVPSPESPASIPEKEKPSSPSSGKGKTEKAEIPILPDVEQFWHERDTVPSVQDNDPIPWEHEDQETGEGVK
FBW7 activator = activators of human E3 ligase FBW7; normalized activity (activation), % at 26.1 µM; AlphaScreen FBW7–phospho-cyclin E peptide binding, activator screen; 650,000 tested, 0.13% active; Q969H0; in the data active = normalized activity above about 1.9%;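 also: purified mutant Fbw7 with reduced substrate affinity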
TEAD-YAP inh = TEAD-YAP interaction inhibition; inhibition, % at 9.12 µM; HEK-TIYL cells, TEAD-Gal4/YAP UAS-luciferase luminescence; 640,000 tested, 1.4% active; in the data active = inhibition above about 32%;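 also: 0% = median of test compound wells and 100% = reference inhibitor wells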
An asterisk follows results filed as active.

Screening CCCc1cc(=O)[nH]c2nnc(SCC(=O)Nc3nc(C)cs3)n12 returned MITF inh 4.5, GPR151 ag 1.4, FBW7 activator -0.1 and TEAD-YAP inh 2.5.
`Cc1ccccc1OC(C)c1nc(-c2cccc([N+](=O)[O-])c2)no1` (centres undefined) gave MITF inh 18.1, GPR151 ag -0.6, FBW7 activator 0.5 and TEAD-YAP inh -1.2.
`CCOC(=O)CC(=O)CSc1nc2c(c(-c3cccs3)c1C#N)CCCC2` gave MITF inh -5.3, GPR151 ag 2.1, FBW7 activator 0.0 and TEAD-YAP inh 3.6.
Cc1ccc(-n2nc3ccc(NC(=S)NC(=O)c4ccccc4)cc3n2)cc1Cl was read as MITF inh 4.8, GPR151 ag -0.3, FBW7 activator 0.0 and TEAD-YAP inh -4.9.
For Cc1ccccc1Nc1nc2c(s1)CCC2 the results were MITF inh 6.2, GPR151 ag 1.1, FBW7 activator 0.0 and TEAD-YAP inh -4.1.
`CCCc1ccc(C(=O)Nc2ccc(S(=O)(=O)Nc3cc(OC)ncn3)cc2)cc1` gave MITF inh 11.0, GPR151 ag 1.9, FBW7 activator 0.0 and TEAD-YAP inh 1.1.
Screening O=C(c1ccc(S(=O)(=O)c2ccccc2Cl)c([N+](=O)[O-])c1)N1CCC2(CC1)OCCO2 returned MITF inh 3.1, GPR151 ag 0.6, FBW7 activator 0.0 and TEAD-YAP inh 11.1.
`Cc1cccc(C(=O)Nc2nnc(CC(C)(C)C)s2)c1` gave MITF inh 8.4, GPR151 ag -1.0, FBW7 activator -0.1 and TEAD-YAP inh -49.5.
`COc1cccc(C(=O)N(CCN(C(=O)c2cccc(OC)c2)c2ccccc2C)c2ccccc2C)c1` gave MITF inh 0.6, GPR151 ag 2.0, FBW7 activator -0.3 and TEAD-YAP inh 4.6.
For CCN(CC)c1ncnc2sc(C(=O)Nc3cnc4ccccc4c3)c(C)c12 the results were MITF inh 1.2, GPR151 ag 0.6, FBW7 activator 0.0 and TEAD-YAP inh -39.2.
For Cc1ccc(S(=O)(=O)NCC2CCC(C(=O)N3CCCCCC3)CC2)cc1 (centres undefined) the results were MITF inh -10.3, GPR151 ag -0.2, FBW7 activator 0.4 and TEAD-YAP inh -0.6.
CN(C)S(=O)(=O)c1cccc(C(=O)Nc2cccc(O)c2)c1 was read as MITF inh -9.8, GPR151 ag 0.3, FBW7 activator -0.1 and TEAD-YAP inh 57.6*.
COc1ccc(NC(=O)c2sc3nc4cc5c(cc4cc3c2N)OCCO5)c(OC)c1 was read as MITF inh 26.1, GPR151 ag 0.2, FBW7 activator 0.1 and TEAD-YAP inh 2.4.
Cc1ccc(NC(=O)c2sc3nc(C(F)(F)F)cc(C)c3c2N)cc1I was read as MITF inh 3.3, GPR151 ag 0.1, FBW7 activator 0.1 and TEAD-YAP inh 4.1.
For CC1CCC(=NNC(=O)Cc2ccccc2)CC1 (centres undefined) the results were MITF inh 0.5, GPR151 ag -1.0, FBW7 activator 1.0 and TEAD-YAP inh -10.0.
O=C(Nc1ccc(Cl)c(S(=O)(=O)c2ccc(Cl)cc2)c1)c1cc(Br)cc(Br)c1O was read as MITF inh 4.5, GPR151 ag 0.7, FBW7 activator 0.2 and TEAD-YAP inh -6.5.
CC(=O)N(C)c1ccc(N=Cc2ccc[nH]2)cc1 was read as MITF inh -12.0, GPR151 ag 1.5, FBW7 activator -0.2 and TEAD-YAP inh -2.6.
NS(=O)(=O)c1ccc(NC(=S)N2CCN(c3ccccc3)CC2)cc1 was read as MITF inh 16.9, GPR151 ag 2.3, FBW7 activator -0.1 and TEAD-YAP inh 5.5.
For CCC(C)c1ccc(C(C)NC(=O)CCC(=O)O)cc1 (centres undefined) the results were MITF inh -15.1, GPR151 ag -1.4, FBW7 activator -0.1 and TEAD-YAP inh 11.4.
For CCCNC(=O)c1cnn2c(C)c(Cc3ccc(F)cc3)c(C)nc12 the results were MITF inh 7.9, GPR151 ag 0.1, FBW7 activator 0.1 and TEAD-YAP inh 11.4.

The list goes on; the last 3 above are carried over.
NS(=O)(=O)c1ccc(NC(=S)N2CCN(c3ccccc3)CC2)cc1 was read as MITF inh 16.9, GPR151 ag 2.3, FBW7 activator -0.1 and TEAD-YAP inh 5.5.
For CCC(C)c1ccc(C(C)NC(=O)CCC(=O)O)cc1 (centres undefined) the results were MITF inh -15.1, GPR151 ag -1.4, FBW7 activator -0.1 and TEAD-YAP inh 11.4.
For CCCNC(=O)c1cnn2c(C)c(Cc3ccc(F)cc3)c(C)nc12 the results were MITF inh 7.9, GPR151 ag 0.1, FBW7 activator 0.1 and TEAD-YAP inh 11.4.
CCN(CC)C(=O)c1ccccc1Br was read as MITF inh -9.6, GPR151 ag 0.2, FBW7 activator -0.1 and TEAD-YAP inh 7.1.
`Cn1cc(SCC(=O)Nc2nc3ccccc3s2)c2ccccc21` gave MITF inh -2.2, GPR151 ag -0.5, FBW7 activator -0.1 and TEAD-YAP inh 3.0.
O=C(Cc1ccc2ccccc2n1)C(F)(F)F was read as MITF inh -8.4, GPR151 ag -0.7, FBW7 activator -0.1 and TEAD-YAP inh -18.1.
`Cc1ncc(C[n+]2csc(CCOC(=O)c3ccc([N+](=O)[O-])cc3)c2C)c(N)n1` gave MITF inh 14.0, GPR151 ag -0.7, FBW7 activator -0.1 and TEAD-YAP inh 6.0.
For COc1cc(/C=C2/C(=O)NC(=O)N(c3ccccc3F)C2=O)ccc1O the results were MITF inh 10.2, GPR151 ag 0.1, FBW7 activator -0.2 and TEAD-YAP inh 2.3.
Cc1ccc(C2=CSC3=NNC4(CCCCC4)NN23)cc1 was read as MITF inh 8.6, GPR151 ag 1.3, FBW7 activator 0.0 and TEAD-YAP inh -45.6.
CC1CCCN(Cc2nc3c(c(=O)n(C)c(=O)n3C)n2CCN2CCOCC2)C1 (centres undefined) was read as MITF inh 11.8, GPR151 ag -2.0, FBW7 activator 0.3 and TEAD-YAP inh 0.3.
O=C(CSc1nnc2ccccn12)c1ccc2c(c1)OCCO2 was read as MITF inh -3.2, GPR151 ag -2.4, FBW7 activator 0.0 and TEAD-YAP inh -56.3.
`COc1ccc(-n2nc3c(c2NC(=O)c2ccc(Cl)c([N+](=O)[O-])c2)CS(=O)(=O)C3)cc1` gave MITF inh 0.8, GPR151 ag -2.1, FBW7 activator -0.1 and TEAD-YAP inh -6.0.
Screening COC(=O)CC1=C(C(=O)OC)C(c2cccc(OCC(N)=O)c2)C(C#N)=C(N)O1 (centres undefined) returned MITF inh 11.4, GPR151 ag -1.1, FBW7 activator 0.3 and TEAD-YAP inh 3.0.
For COc1ccc(C(=O)NCc2nnc(SCC(=O)N3N=C(c4ccc(OC)cc4)CC3c3ccc(C)cc3)n2C)cc1 (centres undefined) the results were MITF inh -1.1, GPR151 ag 2.2, FBW7 activator -0.1 and TEAD-YAP inh 15.0.
For CCOCCOC(=O)C1=C(C)NC2=C(C(=O)CC(c3ccccc3)C2)C1c1ccccc1Br (centres undefined) the results were MITF inh -3.9, GPR151 ag -1.6, FBW7 activator 0.2 and TEAD-YAP inh -1.0.
For CCCn1c(NC(=O)c2ccccc2)nc2ccccc21 the results were MITF inh 13.2, GPR151 ag 1.6, FBW7 activator -0.3 and TEAD-YAP inh -2.5.
For CCCNC(=O)c1c(O)c2cccc3c2n(c1=O)CCC3 the results were MITF inh 15.7, GPR151 ag 0.6, FBW7 activator 0.3 and TEAD-YAP inh -3.9.
`CCOC(=O)c1ccoc1CN1CCN(C/C=C/c2ccccc2)CC1` gave MITF inh 78.6*, GPR151 ag -0.8, FBW7 activator -0.2 and TEAD-YAP inh -4.9.
`Cc1ccc(CNC(=O)CCS(=O)(=O)Cc2ccc(C)cc2)cc1` gave MITF inh 3.3, GPR151 ag -1.4, FBW7 activator -0.1 and TEAD-YAP inh 15.8.
Screening O=C(Nn1c(SCc2ccc([N+](=O)[O-])cc2)nc2ccccc2c1=O)c1ccc(F)cc1 returned MITF inh 8.4, GPR151 ag -0.5, FBW7 activator 0.7 and TEAD-YAP inh -21.5.
`Cc1ccc(C(=O)NCC(=O)OCc2ccccc2Br)cc1` gave MITF inh 4.0, GPR151 ag -0.5, FBW7 activator 0.2 and TEAD-YAP inh 7.9.
For CC1C(=O)NN=C1C(=O)N/N=C/c1ccc(OC(=O)c2ccco2)cc1 (centres undefined) the results were MITF inh 12.0, GPR151 ag -7.1, FBW7 activator 0.0 and TEAD-YAP inh 3.0.
Screening CCN(c1ccc(C)c(C)c1)S(=O)(=O)c1ccc2c(c1)CCN2C(=O)CCC(=O)O returned MITF inh -4.2, GPR151 ag 0.4, FBW7 activator 0.0 and TEAD-YAP inh 5.7.

Structural class, the compounds so far with a COOH group
For CCC(C)c1ccc(C(C)NC(=O)CCC(=O)O)cc1 (centres undefined) the results were MITF inh -15.1, GPR151 ag -1.4, FBW7 activator -0.1 and TEAD-YAP inh 11.4.
Screening CCN(c1ccc(C)c(C)c1)S(=O)(=O)c1ccc2c(c1)CCN2C(=O)CCC(=O)O returned MITF inh -4.2, GPR151 ag 0.4, FBW7 activator 0.0 and TEAD-YAP inh 5.7.

Further results.
For O=C1CCCN1CCCNc1nc(Nc2ncccn2)nc2c1ncn2CCN1CCCC1=O the results were MITF inh -4.7, GPR151 ag 1.0, FBW7 activator -0.1 and TEAD-YAP inh 5.8.
Screening COC(=O)c1c(S(=O)(=O)NC2CC2)sc2c1CCN(Cc1cccc(F)c1F)C2 returned MITF inh 3.3, GPR151 ag 1.5, FBW7 activator 0.2 and TEAD-YAP inh 17.8.
CCOC(=O)N1CCC(Nc2nc3ccc(C)cc3n3cnnc23)CC1 was read as MITF inh 1.4, GPR151 ag 0.2, FBW7 activator -0.4 and TEAD-YAP inh 6.5.
`CCOC(=O)N1CCN(C(=O)C(Cl)(Cl)Cl)CC1` gave MITF inh 2.9, GPR151 ag -0.1, FBW7 activator -0.1 and TEAD-YAP inh 1.5.
Screening CCOc1ccccc1N(CC(=O)NC(C)CC)S(=O)(=O)c1ccc(C)cc1 (centres undefined) returned MITF inh 3.6, GPR151 ag -1.0, FBW7 activator 0.0 and TEAD-YAP inh 3.8.
Screening Cc1cccc2c1NC(=O)C2(O)CC(=O)c1ccc(Br)s1 (centres undefined) returned MITF inh 7.7, GPR151 ag 1.2, FBW7 activator 0.1 and TEAD-YAP inh 5.1.
Cc1ccc(NC(=O)Cn2nnc(C(=O)Nc3ccc(Br)cc3)c2N)c(C)c1 was read as MITF inh 6.6, GPR151 ag -0.5, FBW7 activator 0.2 and TEAD-YAP inh -7.9.
Screening C/C(=N\NC(=O)CCN1CCN(C)CC1)c1ccc(O)cc1 returned MITF inh 17.2, GPR151 ag 0.0, FBW7 activator 0.2 and TEAD-YAP inh 2.6.
Screening O/N=C/c1ccc(OCc2ccccc2F)cc1 returned MITF inh 21.6, GPR151 ag -5.7, FBW7 activator 0.4 and TEAD-YAP inh 13.2.
Screening Cc1ccc(Nc2nc3ccccc3o2)cc1F returned MITF inh 2.8, GPR151 ag -3.8, FBW7 activator -0.1 and TEAD-YAP inh -67.1.
`Cc1cc(SCC(=O)Nc2ccc(Cl)cc2)nc(=O)[nH]1` gave MITF inh 14.2, GPR151 ag 0.0, FBW7 activator 0.2 and TEAD-YAP inh 13.2.
Cc1cc(OCC(=O)NC(C)(C)C)ccc1Cl was read as MITF inh 13.1, GPR151 ag -0.5, FBW7 activator 0.2 and TEAD-YAP inh -52.6.
Cc1cc(C)c(-c2c(NC(C)(C)C)c(=O)c2=O)cc1C was read as MITF inh -1.1, GPR151 ag 2.1, FBW7 activator -0.1 and TEAD-YAP inh -1.7.
For COCN(C#N)c1nc(NC(C)C)nc(NC(C)C)n1 the results were MITF inh 4.3, GPR151 ag 0.7, FBW7 activator 0.0 and TEAD-YAP inh -1.9.
COc1ccc(C(=O)OCc2cc(C(C)=O)ccc2OC)cc1 was read as MITF inh 6.1, GPR151 ag -0.9, FBW7 activator 0.1 and TEAD-YAP inh -5.8.
O=C(NC(=O)c1cccc(Cl)c1)OC[C@@H]1CCCN2CCCCC12 (some centres undefined) was read as MITF inh 2.6, GPR151 ag -2.3, FBW7 activator 0.8 and TEAD-YAP inh 16.2.
`CCOC(=O)/C(C#N)=C/c1ccc(N2CCOCC2)cc1` gave MITF inh 0.7, GPR151 ag 0.9, FBW7 activator 0.0 and TEAD-YAP inh -28.0.
For Cc1noc(C)c1COC(=O)COc1ccc(C#N)cc1 the results were MITF inh 4.3, GPR151 ag -1.5, FBW7 activator 0.1 and TEAD-YAP inh 0.9.
O=C(c1c[nH]c2ncccc12)C(F)(F)F was read as MITF inh 0.0, GPR151 ag -1.0, FBW7 activator -0.1 and TEAD-YAP inh -2.0.
CCOc1ccccc1CNC(=O)Cn1ncn2cccc2c1=O was read as MITF inh 2.5, GPR151 ag -0.6, FBW7 activator 0.0 and TEAD-YAP inh -5.7.
For O=C(CSc1ccc2nnc(-c3ccncc3)n2n1)Nc1ccccc1C(F)(F)F the results were MITF inh 2.8, GPR151 ag 1.5, FBW7 activator 0.0 and TEAD-YAP inh 3.6.
For CNC(=O)CN1C(=O)c2cccnc2Oc2ccc(Cl)cc21 the results were MITF inh 2.0, GPR151 ag 1.3, FBW7 activator -0.1 and TEAD-YAP inh -0.1.
Screening CCCOc1ccc(N2CCN(C(=O)/C=C/c3ccccc3)CC2)nn1 returned MITF inh 5.0, GPR151 ag -0.9, FBW7 activator 0.2 and TEAD-YAP inh 12.8.
Cc1ccc(NC(=O)CSc2nnc3[nH]c(=O)ccn23)c(C)c1 was read as MITF inh -1.3, GPR151 ag -0.1, FBW7 activator 0.1 and TEAD-YAP inh 12.1.
CCN(CC)CC(C)CNC(=O)c1cc(-c2ccccn2)nc2ccccc12 (centres undefined) was read as MITF inh -3.7, GPR151 ag -0.2, FBW7 activator 0.0 and TEAD-YAP inh -6.2.
CN(C)Cc1c(C(=O)N/N=C/c2ccccc2O)nnn1-c1nonc1N was read as MITF inh 3.4, GPR151 ag 2.0, FBW7 activator -0.3 and TEAD-YAP inh 11.3.

High-throughput results (PubChem)
